High-throughput results deposited in PubChem BioAssay by NCI.
All columns: NCI-60 one-dose screen, growth in % after 48 h at 10 µM unless noted; 100 = growth as untreated, 0 = no growth, -100 = all killed.
SK-MEL-5 – SK-MEL-5 melanoma; 80,000 compounds, 6.4% hits
SK-MEL-28 – SK-MEL-28 melanoma; 81,000 compounds, 4.1% hits; AID 1794761
A549/ATCC – A549/ATCC NSCLC. 81,000 compounds, 3.7% hits
M14 – M14 melanoma. 80,000 compounds, 6.2% hits. AID 1794745
UACC-257 – UACC-257 melanoma | 78,000 compounds, 4.4% hits | AID 1794764
EKVX – EKVX NSCLC; AID 1794765; 71,000 compounds, 3% hits
UACC-62 – UACC-62 melanoma; 81,000 compounds, 5.4% hits
HOP-92 – HOP-92 NSCLC cells; 71,000 compounds, 6.3% hits
Active calls of the source: *; nt = no result given; & = joins results of further samples; [ ] = another dose, or the depositor's remark. Rule for the calls: active = growth percent below 10; inactive = the rest.

SMILES	SK-MEL-5	SK-MEL-28	A549/ATCC	M14	UACC-257	EKVX	UACC-62	HOP-92
Cc1c(C)n(Cc2ccc(F)cc2)c2ccc(C(=O)NCc3ccco3)cc12	109	99	101	92	99	nt	98	87
COc1ccc(-c2nnc(NC(=O)Nc3ccc(S(N)(=O)=O)cc3)s2)cc1	102	111	103	106	121	104	100	107
O=c1/c(=C\c2ccc(-c3ccccc3)o2)sc2nc(-c3ccco3)nn12	100	108	108	96	110	104	98	nt
Cc1ccc2nc(NC(=O)CSc3nc(Nc4ccccc4)c(C#N)c(-c4ccccc4)n3)sc2c1	92	98	91	94	98	98	78	83
CS(=O)(=O)c1ccc(-n2nc(-c3ccc(Oc4ccccc4)cc3)c3ccccc3c2=O)cc1	nt	103	86	98	108	nt	86	87
CC(NC(C)c1ccccc1)c1ccccc1 (stereo not drawn)	100	99	90	101	94	98	88	nt
CCCOS(=O)(=O)c1ccc(C)cc1	95	99	106	nt	111	95	104	93
CN(C)CCn1c2ccccc2c2nc3ccc([N+](=O)[O-])cc3nc21	-81*	8.7*	-50*	18	-13*	17	-25*	29
COC1(c2ccccc2)c2ccccc2C(=O)c2ccccc21	94	109	103	113	110	nt	102	nt
O=C(Cn1cc(CN2C(=O)c3ccccc3S2(=O)=O)nn1)Nc1cc(Cl)c(Cl)cc1Cl	102	102	103	101	105	105	87	89
COc1ccc(/C=C2\N=C(Nc3ccccc3)N(NC(=O)CCl)C2=O)cc1	100	126	110	99	106	100	93	94
COCCOC(=O)C1=C(C)NC(=O)NC1c1ccc2c(c1)OCO2 (stereo not drawn)	100	112	101	104	103	99	96	112
O=[N+]([O-])c1ccc(N=Nc2ccc(N(CCO)CCO)cc2)cc1	nt	115	97	102	105	107	104	91
c1ccc(-c2cccc3ccccc23)cc1	96	111	nt	101	nt	112	104	99
N#C/C(=C1/C(=O)Nc2ccccc21)c1nnc(NC(=O)c2ccc(-n3c(=O)[nH]c4ccccc4c3=O)cc2)s1	10	34	50	58	48	39	42	56

Quoted at random: 3 entries already listed, in no set order.
SMILES	SK-MEL-5	SK-MEL-28	A549/ATCC	M14	UACC-257	EKVX	UACC-62	HOP-92
CC(NC(C)c1ccccc1)c1ccccc1 (stereo not drawn)	100	99	90	101	94	98	88	nt
N#C/C(=C1/C(=O)Nc2ccccc21)c1nnc(NC(=O)c2ccc(-n3c(=O)[nH]c4ccccc4c3=O)cc2)s1	10	34	50	58	48	39	42	56
COc1ccc(-c2nnc(NC(=O)Nc3ccc(S(N)(=O)=O)cc3)s2)cc1	102	111	103	106	121	104	100	107

New compounds follow:
SMILES	SK-MEL-5	SK-MEL-28	A549/ATCC	M14	UACC-257	EKVX	UACC-62	HOP-92
CC(=O)NCCNC(C)=O	101	96	103	111	102	nt	97	93
O=C(Nc1ccc(F)cc1)c1cc2ccccc2cc1O	66	89	76	88	58	87	58	2.8*
O=C(CN1CCCC1)NNc1ncnc2ccccc12	101	106	105	100	105	97	96	99
CC1CCN(CCCC(=O)c2ccc(F)cc2)CC1	100	113	95	103	92	98	101	nt
O=C(O)c1cccc2c1Oc1ccccc1S2(=O)=O	nt	109	85	101	94	105	93	111
COC(=O)[C@]1(C)CCC[C@]2(C)[C@H]3C[C@H]4C(C(C)C)=C[C@]3(CC[C@H]21)[C@H]1[C@@H]4[C@@H](OCCc2nn[nH]n2)CC[C@@H]1OCCc1nn[nH]n1	71	91	71	76	91	66	60	73
NC(N)=N/N=C/c1ccc(F)cc1	102	110	104	93	101	106	91	99
COc1cc(OC)c(S(N)(=O)=O)cc1C1=NN(C(N)=S)C(c2ccc(Cl)cc2)C1 (stereo not drawn)	nt	102	103	107	98	95	87	nt
CC1(C)NC(=O)N(CN2C(=O)NC(C)(C)C2=O)C1=O	106	107	nt	108	99	112	102	nt
COc1cc(Cn2nc(-c3cc(OC)c(OC)c(OC)c3)c3c2CCc2cnoc2-3)cc(OC)c1OC	83	97	89	102	96	83	91	nt
COc1ccc2nc3cc(Cl)ccc3c(N3CCN(c4ccnc(Cl)n4)CC3)c2c1	nt	107	99	118	115	nt	96	nt
O=C1Nc2ccc(Cl)cc2/C1=N/N=C/c1ccc(O[C@H]2O[C@@H](CO)[C@H](O)[C@H](O)[C@@H]2O)cc1	99	114	102	102	104	nt	99	89
Cn1c(=O)c2[nH]c(C(F)(F)C(F)(F)F)nc2n(C)c1=O	102	96	103	94	113	98	103	85
S=c1cc(S)c2ccccc2[nH]1	99&86	114&103	100&86	92&88	108&90	95&104	100&73	98&87
Nc1nc(Nc2ccc([N+](=O)[O-])cc2O)nc(C(Cl)(Cl)Cl)n1	73	60	82	75	86	106	41	49

An excerpt from above in order of count of non-hydrogen atoms, high to low.
SMILES	SK-MEL-5	SK-MEL-28	A549/ATCC	M14	UACC-257	EKVX	UACC-62	HOP-92
Nc1nc(Nc2ccc([N+](=O)[O-])cc2O)nc(C(Cl)(Cl)Cl)n1	73	60	82	75	86	106	41	49
CC1(C)NC(=O)N(CN2C(=O)NC(C)(C)C2=O)C1=O	106	107	nt	108	99	112	102	nt
NC(N)=N/N=C/c1ccc(F)cc1	102	110	104	93	101	106	91	99

The list goes on:
SMILES	SK-MEL-5	SK-MEL-28	A549/ATCC	M14	UACC-257	EKVX	UACC-62	HOP-92
NS(=O)(=O)c1ccc(N2N=C(c3ccc(-c4ccccc4)cc3)CCC2=O)cc1	79	105	76	102	76	88	89	71
CCOC(=O)Cn1c(=O)sc2cc3ccccc3nc21	nt	96	102	110	103	91	91	nt
COc1ccc([C@H]2[C@H](C(=O)Nc3ccccn3)c3ccccc3C(=O)N2c2ccc(OC)cc2)cc1	68	87	79	63	82	78	nt	72
O=C(CNCCCCCNCC(=O)OC1CCCCC1)OC1CCCCC1	107	121	112	109	110	113	105	122
CNc1ccc2[nH]c3ccccc3c2c1	96	105	90	109	88	94	87	104
O=c1oc2ccc(Cl)cc2cc1-c1nn(-c2ccccc2)cc1-c1nn[nH]n1	103	98	92	99	94	101	95	95
COc1cc(/C=C2\C=C(c3ccccc3)N(Cc3ccccc3)C2=O)cc(OC)c1OC	85	96	80	80	92	59	59	12
OCCN1CCOCC1	103	105	104	nt	100	116	103	115
Nc1ncnc2c1ncn2CCO	100	104	97	101	101	95	93	114
CCCn1cc(/C=N\N=C2\C(=O)Nc3c(C)cc(C)cc32)c2ccccc21	91	99	92	92	87	74	87	99
O=c1oc2ccc(Br)cc2cc1-c1csc(N/N=C/c2cc3ccccc3nc2Cl)n1	92	104	101	103	107	101	94	99
C=C1C(=O)O[C@H]2[C@H]1CC/C(COC(=O)/C=C/C(=O)NCc1ccc(Cn3c(=O)sn(-c4ccccc4)c3=O)cc1)=C\CC[C@@]1(C)O[C@@H]21	-28*	-40*	80	-36*	-11*	52	-81*	-54*
O=C(Nc1ccc2c(c1)OCO2)C1CC(=O)N(c2ccc3c(c2)CCC3)C1 (stereo not drawn)	82[50 µM]	97[50 µM]	78[50 µM]	100[50 µM]	87[50 µM]	88[50 µM]	59[50 µM]	39[50 µM]
N#Cc1c(N)nnn1Cc1cc(=O)oc2ccc(O)cc12	98	112	99	105	101	117	100	96
Oc1ccc2ccccc2c1I	nt	99	91	99	97	78	73	57
Cn1c(=O)c2c(nc3n2CCN3CCc2ccc(O)c(O)c2)n(C)c1=O	97	102	94	96	nt	89	96	104
O=C(Nc1nc2ccc(OC(F)(F)F)cc2o1)c1ccccc1	93	nt	102	88	107	44	103	84
CN1CCc2c(c3cccc4c3n2Cc2ccccc2O4)C1	89	100	99	88	108	nt	94	92
CCOC(=O)c1cn2c3c(c(C)cc(C)c3c1=O)C(=O)/C(=C/c1cccc(Cl)c1Cl)C2	77	91	84	104	79	87	51	75
O=C(O)CCNC(=O)c1ccc(N=Nc2ccc(O)c(C(=O)O)c2)cc1	96	118	105	104	105	105	105	nt
N#Cc1nn(-c2cc(=O)[nH]c3ccc(Br)cc23)c(N)c1C#N	101	101	101	90	93	87	87	-91*
C[N+]1(Cc2ccc([N+](=O)[O-])cc2)CCC(CCCCCCCC2CC[N+](C)(Cc3ccc([N+](=O)[O-])cc3)CC2)CC1 (stereo not drawn)	78	99	76	91	88	50	92	82
COc1cc(C2CC(c3ccc(SC)cc3)=NN2)cc(OC)c1OC (stereo not drawn)	93	100	92	98	87	84	72	98
O=[N+]([O-])c1c(Cl)c(Cl)c(O)c(Cl)c1Cl	117	115	85	106	86	111	92	88
CCOC(=O)/C(=C\c1ccccn1)C(C)=O	106	119	105	110	111	117	104	101
COc1ccc2oc3c(c4c(c5c6ccccc6n(C)c35)C(=O)N(O)C4=O)c2c1	87	95	93	81	100	93	76	86
CC(=O)n1nc(C2=C(c3cccs3)NC(=S)NC2C)cc1-c1ccc(C)o1 (stereo not drawn)	99	101	103	94	119	101	97	67
Nn1c(CN2CCN(c3cc4c(cc3F)c(=O)c(C(=O)O)cn4C3CC3)CC2)n[nH]c1=S	98	109	101	105	111	102	94	116
CCN(CC)C(=O)C1CCCCN1Cc1c[nH]c2ccccc12 (stereo not drawn)	100	108	95	94	105	94	109	86
O=C1CCc2c(sc3[nH]c(=S)n(Cc4ccccc4)c(=O)c23)C1	-76*	25	14	19	29	14	8.7*	-19*
CN1CCN(c2cc(F)c(NC3=C(Cl)C(=O)c4ncccc4C3=O)c(F)c2)CC1	-92*	-55*	75	-41*	-62*	-83*	-46*	-80*
Cc1cc2c(cc1C)NC(=O)CC(=O)N2	104	117	99	100	104	126	114	93
Nc1nc2ccccc2c2c(=O)c3cccc(Cl)c3sc12	96	108	77	97	104	84	86	101
COc1ccccc1NC(=O)c1ccccc1	104	111	103	103	98	93	100	88
CC(CCN1C(=O)c2ccccc2C1=O)C(Br)C(=O)O (stereo not drawn)	99	106	104	102	97	nt	96	nt
CCOC(=O)c1nnn(Cc2cc(=O)oc3ccc(OC)cc23)c1C	100	115	102	97	106	99	86	83
C/C=C/C(C(=O)NC(N)=O)C(C)C (stereo not drawn)	103	111	104	102	103	100	102	61
OCC1(c2ccccc2)CCN(Cc2ccccc2)CC1	105	108	105	105	104	106	108	95
CCOC(=O)C1=C(c2ccccc2)N=C2Sc3c(-c4ccc(Br)cc4)nc(N)nc3N2C1c1ccc(O)c(OC)c1 (stereo not drawn)	99	103	96	107	96	88	91	96
c1ccc(C2OCCN2c2ccccc2)cc1 (stereo not drawn)	98&100	100&102	92&99	112&109	98&103	97&98	97&99	65&86
Cc1cc(N2CCC(C)CC2)nc(N2CCN(CC(=O)Nc3ccc4c(ccn4Cc4ccccc4)c3)CC2)n1	73	83	66	75	82	71	69	39
COC1=C[C@@]23CCC(=O)N2CCc2cc4c(cc2[C@H]3[C@H]1OC(=O)[C@H](C)O)OCO4	101	106	103	99	102	103	90	121
Cc1ccc2[nH]c(O)c(N=Nc3nc(Nc4ccccc4)nc(Nc4ccc(S(N)(=O)=O)cc4)n3)c2c1	56	79	99	nt	95	95	85	55
O=C(CCc1ccccc1)CCc1ccccc1	nt	nt	87	115	84	101	102	92
CC1(C)[C@@H]2CC[C@@]1(C)C(=O)C2	nt	114	94	101	86	117	96	109
CCN1CCN(C(=O)[C@]23CCC(C)(C)C[C@H]2C2=CC[C@@H]4[C@@]5(C)CC/C(=N/O)C(C)(C)[C@@H]5CC[C@@]4(C)[C@]2(C)CC3)CC1	87	73	74	66	80	58	88	53
CC(=O)O[C@]1(C(C)=O)CC[C@H]2[C@@H]3CC(=C(Br)Br)C4=CC(=O)CC[C@]4(C)[C@H]3CC[C@@]21C	24	70	49	59	32	75	40	63
O=C(/C=C/c1ccc(F)cc1)Nc1ccc(C=C2c3ccccc3C(=O)c3ccccc32)cc1	48	78	63	63	76	65	52	nt
C=C(C=O)[C@@H]1CC[C@]2(CO)CC[C@]3(C)[C@H](CC[C@@H]4[C@@]5(C)CCCNC(C)(C)[C@@H]5CC[C@]43C)[C@@H]12	78	47	81	61	72	88	83	nt
OCC(O)c1ccccn1 (stereo not drawn)	108	103	113	107	107	133	99	92
CCn1c(SCC(=O)Nc2ccc(-c3nc4ccc([N+](=O)[O-])cc4[nH]3)cc2)nc2ccccc2c1=O	96	97	100	114	110	86	92	101
Cc1cc2cc(C)c3cccc(C)c3c2c2c(C)cccc12	99	101	97	93	101	96	94	97
CC(=O)CCSc1ccc(O)cc1	100	105	84	94	87	105	91	86
O=C1CC[C@@H]2CCCC[C@@H]2C1	110	112	107	101	116	99	95	nt
O=C(Nc1cc(Cl)cc(Cl)c1)Nc1ccc2oc(=O)ccc2c1	30	9.1*	16	33	23	17	2.8*	-27*
CC(=O)Nc1ccc2c(c1)-c1ccc(F)cc1C2=O	109	115	108	109	112	95	96	nt
NS(=O)(=O)c1ccc(N=NN(CCO)CCO)cc1	99	103	104	nt	113	114	97	98
O=C(c1cc(-c2ccc(F)cc2F)ccc1O)N1CCN(c2ccc(Br)cc2)CC1	56	109	89	nt	75	68	57	79
COc1cccc(NC(=O)c2cccc(C3CC(=O)c4c(cc(OC)c(OC)c4OC)O3)c2)c1 (stereo not drawn)	79	93	93	85	92	91	72	73
COc1ccc(-c2nc(C(Cl)Cl)nc3cc(-c4ccccc4)nn23)cc1	34	-46*	-43*	-69*	4.6*	-4.0*	38	-15*
O=C(/C=C1\C=CN(CCCCCO)c2ccccc21)n1ccc2ccccc21	95	108	102	94	106	80	88	88
COc1ccc(C2C=C(C)N=C3SC=NN32)cc1 (stereo not drawn)	103	103	100	118	112	nt	101	69

Record cards, from the list above. Screens in order: SK-MEL-5, SK-MEL-28, A549/ATCC, M14, UACC-257, EKVX, UACC-62, HOP-92
COc1ccc(C2C=C(C)N=C3SC=NN32)cc1 (stereo not drawn) is listed as 103, 103, 100, 118, 112, nt, 101, 69
CC(=O)Nc1ccc2c(c1)-c1ccc(F)cc1C2=O is listed as 109, 115, 108, 109, 112, 95, 96, nt
C=C(C=O)[C@@H]1CC[C@]2(CO)CC[C@]3(C)[C@H](CC[C@@H]4[C@@]5(C)CCCNC(C)(C)[C@@H]5CC[C@]43C)[C@@H]12 is listed as 78, 47, 81, 61, 72, 88, 83, nt
CCn1c(SCC(=O)Nc2ccc(-c3nc4ccc([N+](=O)[O-])cc4[nH]3)cc2)nc2ccccc2c1=O is listed as 96, 97, 100, 114, 110, 86, 92, 101
